Compound activity as filed in PubChem BioAssay.
CHRM5 agonist – agonists of human muscarinic M5 receptor (CHRM5) | CHO-K1 hM5 cells, Fluo-8 calcium fluorescence; 0% DMSO wells, 100% maximal acetylcholine response | P08912 | 360,000 tested, 0.19% active | activation, % at 3 µM;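 active = activation above the run's mean over test compounds plus 3 SD, cut at about 23% in these data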;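 note: signal is peak over basal fluorescence ratio across the kinetic read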
Target sequence (P08912 whole entry, looked up): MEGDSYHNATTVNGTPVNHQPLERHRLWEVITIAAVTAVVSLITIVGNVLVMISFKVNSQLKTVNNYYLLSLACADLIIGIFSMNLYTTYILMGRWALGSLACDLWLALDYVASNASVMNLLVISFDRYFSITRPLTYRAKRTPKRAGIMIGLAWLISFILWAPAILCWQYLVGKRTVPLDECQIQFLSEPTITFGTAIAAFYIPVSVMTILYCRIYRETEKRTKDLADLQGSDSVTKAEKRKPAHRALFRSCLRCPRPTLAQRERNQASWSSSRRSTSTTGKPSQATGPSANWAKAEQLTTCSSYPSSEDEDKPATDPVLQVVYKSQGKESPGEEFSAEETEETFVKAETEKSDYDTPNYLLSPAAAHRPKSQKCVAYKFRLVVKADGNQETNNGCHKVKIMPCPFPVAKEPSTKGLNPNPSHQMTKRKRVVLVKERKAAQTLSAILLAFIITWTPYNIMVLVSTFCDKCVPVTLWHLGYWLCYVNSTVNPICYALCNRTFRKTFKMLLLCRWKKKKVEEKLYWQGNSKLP
CRFBP-R2 agonist – agonists of human CRF-binding protein/CRF-R2 receptor complex; AID 588473; 350,000 tested, 0.46% active; activation, % at 13.2 µM; HEK293 CRF-R2/CRF-BP, calcium dye fluorescence (FLIPR); percent of saturating CRF peptide response;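 active = activation of at least 50%, plus an integration ratio under a set limit after plate pattern correction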;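 note: plate controls were neutral control wells without compound for no effect and CRF at EC100 for full effect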
CRFBP-R2 block – blocks CRF-induced signaling of the CRF-BP/CRF-R2 complex | HEK293 CRF-R2/CRF-BP, CRF-induced calcium fluorescence | inhibition, % at 11.8 µM | 350,000 tested, 0.59% active;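 active = inhibition of the ligand-induced calcium signal above about 50% at the single tested concentration, limit read from the data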
M5 antag – CHRM5 antagonism in calcium assay; P08912; inhibition, % at 3 µM; CHO-hM5 cells, Fluo-8 calcium fluorescence, ACh EC80; 360,000 tested, 0.59% active;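 active = inhibition above a per-plate cutoff, the mean of that plate's test compounds plus 3 SD, cut at about 27% in these data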;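 note: 0% = acetylcholine EC80 with DMSO and 100% = DMSO without agonist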
IDE cell inh – inhibits human insulin-degrading enzyme in HEK cells. FAbetaB cleavage, fluorescence polarization. inhibition, % at 5.59 µM. 320,000 tested, 0.41% active;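 active = percent inhibition above the average of all tested compounds plus 3 SD, set per screening campaign, cut at about 16% in these data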;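 note: IDE supplied by intact live HEK cells; FP after avidin binding of uncleaved biotin substrate so inhibition keeps polarization high; 0% = DMSO wells and 100% = 60 µM reference IDE inhibitor Ii1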
M4 ag – agonists of human muscarinic M4 receptor (CHRM4) | P08173 | CHO-K1 hM4/Gqi5, Fluo-8 calcium fluorescence; vehicle 0%, full acetylcholine response 100% | activation, % at 3 µM | 360,000 tested, 0.14% active | AID 624127;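 active = activation above the run mean over all test wells plus 3 SD, cut at about 32% in these data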;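 note: peak over basal fluorescence ratio per well then scaled between controls; 0% = DMSO wells and 100% = acetylcholine at EC100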
Target sequence (P08173 whole entry, looked up): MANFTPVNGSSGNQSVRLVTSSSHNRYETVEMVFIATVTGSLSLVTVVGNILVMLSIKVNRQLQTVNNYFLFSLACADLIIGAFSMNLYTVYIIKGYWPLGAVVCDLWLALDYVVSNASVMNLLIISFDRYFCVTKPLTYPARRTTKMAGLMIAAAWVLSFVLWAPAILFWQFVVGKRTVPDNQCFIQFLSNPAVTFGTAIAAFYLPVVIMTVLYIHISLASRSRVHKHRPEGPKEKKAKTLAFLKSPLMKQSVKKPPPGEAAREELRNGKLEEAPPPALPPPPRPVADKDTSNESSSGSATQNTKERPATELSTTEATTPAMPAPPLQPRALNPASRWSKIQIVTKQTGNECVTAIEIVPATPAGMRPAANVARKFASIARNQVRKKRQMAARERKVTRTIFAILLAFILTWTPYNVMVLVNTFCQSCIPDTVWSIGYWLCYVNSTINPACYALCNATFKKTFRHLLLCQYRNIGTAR
CHRM4 antagonist – antagonists of human muscarinic M4 receptor (CHRM4); P08173; CHO-hM4 cells, ACh EC80, Fluo-8 calcium fluorescence; inhibition, % at 3 µM; 360,000 tested, 0.73% active; AID 624125;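 active = inhibition above its plate's cutoff, the mean inhibition of sample wells plus 3 SD, cut at about 27% in these data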;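 note: 0% = acetylcholine EC80 with DMSO and 100% = DMSO without agonist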
M5 PAM – CHRM5 positive allosteric modulation; P08912; CHO-K1 hM5, Fluo-8 calcium, ACh EC20 PAM; 0% = ACh EC20, 100% = ACh EC100; activation, % at 3 µM; 360,000 tested, 0.3% active;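 active = activation above the run cutoff, the mean activation of all test compounds plus 3 SD, cut at about 18% in these data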
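Probe or stimulus: acetylcholine, EC20 level; Assay system: human M5 receptor in CHO-K1 cells; Schedule: compound preincubation 140 s before EC20 acetylcholine addition; Technique: intracellular calcium via Fluo-8 fluorescence; Dosing: single-point, 3 µM nominal; Read-out basis: percent activation from peak-over-basal fluorescence ratio, scaled EC20-to-EC100 acetylcholine; Repeats: one well per compound, no replicates.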
CHRM4 PAM – potentiates acetylcholine response at human M4 receptor; activation, % at 3 µM; P08173; 360,000 tested, 0.4% active; CHO-K1 hM4/Gqi5, Fluo-8 calcium fluorescence, ACh EC20; 0% = ACh EC20, 100% = maximal ACh;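 active = activation above its plate's cutoff, the mean activation of sample wells plus 3 SD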; note: some results filed as inactive read as strong as hits
The depositor's hits bear a star; x = no result given.

SMILES	CHRM5 agonist	CRFBP-R2 agonist	CRFBP-R2 block	M5 antag	IDE cell inh	M4 ag	CHRM4 antagonist	M5 PAM	CHRM4 PAM
O=C(COc1ccccc1Br)NC1CCCC1	-3	-1.0	-4	-2	6	0	2	-2	-4
CCn1ncc(C(=O)Nc2ccc([N+](=O)[O-])cc2OC)c1C	0	2.1	51*	1	3	1	4	7	-4
O=C(C(=O)N1CCCC1CO)N1CCCC1CO (configuration not stated)	-1	1.1	1	-7	2	1	-5	4	8
COc1cc(C(=O)Nc2sc(C(=O)N3CCOCC3)c(C)c2C#N)cc(OC)c1OC	2	-0.1	-21	-2	3	0	4	3	-5
CCC1CCCCN1CCCNC(=O)CN1C(=O)COc2ccccc21 (configuration not stated)	-4	0.6	-3	1	2	0	6	-3	-2
Cc1cc(=O)[nH]c2ccc(S(=O)(=O)NC3CCCCC3)cc12	0	1.0	11	-10	3	3	-2	2	6
CC1CCCCN1CC(=O)NC(=O)NCc1ccccc1 (configuration not stated)	0	-0.7	1	1	7	0	5	2	-2
Cc1ccc(C(=O)N(Cc2ccccc2)C(C)(C)C)cc1C	-9	-0.8	15	20	0	-2	37*	-20	-15
O=C(CCC(=O)N(CC(=O)NC1CCCCC1)c1ccc(F)cc1)Nc1ccccn1	1	0.2	-10	-11	3	0	-4	8	-2
CC(C)CSc1ncc(-c2cccc(C(F)(F)F)c2)cn1	-3	-1.0	-34	8	-1	2	16	-1	3
O=[N+]([O-])c1cccc(/C=N/Nc2nccnc2Cl)c1	1	0.5	19	4	-6	1	21	-6	8
O=C(Nc1ccccn1)C(c1ccccc1)c1ccccc1	-1	-1.3	-1	-6	x	7	-13	-7	0
Cc1cc(C)n(C(=O)CNC(=O)c2cccc(F)c2)n1	-2	-0.2	6	8	x	3	0	1	0
Brc1ccc(CNCC2CCCO2)cc1 (configuration not stated)	-8	0.5	9	13	-1	1	-8	-4	-1
COc1ccc(-c2cc(C(=O)N3CCCCCC3)no2)cc1OC	-2	-1.1	-11	-7	-3	0	-12	4	-1
Cc1c(C(=O)O)sc2nc(CSc3nnc(-c4ccc(F)cc4)n3C)[nH]c(=O)c12	-1	-0.3	-14	0	1	1	-1	1	3
CCOC(=O)Cc1nn[nH]n1	-2	-0.2	17	-5	2	1	-4	5	5
CCOc1ccc(C(C)NC(=O)c2ccccc2F)cc1 (configuration not stated)	2	-1.6	0	1	-4	0	6	-2	6
O=C(Cc1ccccc1[N+](=O)[O-])Nc1nccs1	-1	0.2	-6	10	4	1	1	-4	-5
CC1CN(C(=O)CSc2cn(CC(=O)N3CCOCC3)c3ccccc23)CC(C)O1 (configuration not stated)	-3	-0.1	-19	-1	-2	0	-2	5	0
Cc1c(C(=O)N2CCN(c3ncccn3)CC2)oc2ccc(Cl)cc12	2	1.3	3	17	-4	3	-1	-10	2
CC(=O)Nc1ccc(S(=O)(=O)NCCC(=O)OCC(=O)c2cc(C)ccc2C)cc1	3	-0.6	-6	3	x	5	-7	3	0
CC1(C)Cn2c(nnc2-c2cccc(O)c2)S1	-3	-1.8	14	-11	1	0	3	-3	16
CCOc1ccc(C(=O)Nc2ccc(NC(=O)c3ccccc3)cc2)cc1Br	-4	-1.3	7	8	1	0	3	1	2
O=C(CN1CCN(Cc2ccccc2F)C1=O)NCCc1ccc(Cl)cc1	2	0.5	-16	3	3	4	-15	1	-2
CCc1noc(C)c1C(=O)N1CCN(S(=O)(=O)c2ccc(C(C)C)cc2)CC1	1	0.0	17	-3	0	3	0	-1	-10
CCc1sc(C(=O)N(CCCOC)c2c(N)n(CC(C)C)c(=O)[nH]c2=O)cc1C	-1	-0.4	-3	2	x	-1	-7	6	4
CC1(C)Cc2c(C#N)c(SCCC#N)nc(N3CCOCC3)c2CS1	-7	0.4	0	5	5	3	-5	-11	5
COCCn1nnnc1C(c1ccc(O)c(OC)c1)N1CCc2ccccc2C1 (configuration not stated)	-3	-0.1	6	-6	-2	0	5	-2	-1
COc1ccc(CN(C#N)c2nc(C)cc(C)n2)cc1	-5	-3.6	14	1	x	1	4	1	2
COc1cccc(C(=O)CSc2nnc(CNc3nc(-c4ccccc4)cs3)n2C)c1	-1	-0.1	-12	6	10	3	-9	-1	-7
O=C(O)c1cccc(-c2ccc(/C=c3/sc4nc5ccccc5n4c3=O)o2)c1	1	69*	-55	1	8	1	-9	5	-7
CCOc1ccc(C2N(c3ccc(OC)cc3)C(=O)C3CCCN32)cc1OC (configuration not stated)	0	-1.6	27	0	8	0	-5	-1	2
COc1ccc(CCNC(=O)C2CCN(S(=O)(=O)c3c(C)noc3C)CC2)cc1OC	0	-1.2	6	4	-1	1	-3	-2	4
CCOc1ccc(Cl)cc1-c1cc(C(=O)NCc2cccc(C(F)(F)F)c2)[nH]n1	0	x	x	-9	x	1	-6	-2	-7
COc1ccc(Cn2c(=O)c3[nH]cnc3n(-c3ccc(C)cc3)c2=O)cc1	-1	-1.2	1	19	10	8	-5	-12	-13
CCOC(=O)Nc1sc2nc(C)cc(C)c2c1-n1cccc1	-6	-0.6	-15	-3	1	7	-6	-8	6
OCCN(CC#CC(O)(c1ccccc1)c1ccccc1)CCO	-19	0.8	-9	7	0	1	-9	-3	4
COc1ccc(NC(=O)C2(C)Cc3c(-c4cccc(C(F)(F)F)c4)ccnc3O2)cc1OC (configuration not stated)	1	x	x	-6	x	0	-18	-6	6
O=NN(Cc1cccnc1)Cc1cccnc1	4	x	x	2	x	1	-6	1	8
CC1CCCCC1NC(=O)CCNS(=O)(=O)c1ccc(Cl)cc1 (configuration not stated)	-2	1.7	-3	11	-3	2	3	-3	-2
O=C(COc1ccc2ccccc2c1)NC1CC1	-2	-0.4	9	-6	7	7	-7	-7	5
CC1(C)Cc2c(sc(NC(=O)Cc3ccccc3)c2C#N)CO1	0	0.1	1	-2	2	2	-11	4	4
CC(=O)N1CC(C)Sc2ccc(S(=O)(=O)NCc3ccccc3Cl)cc21 (configuration not stated)	2	-1.3	-4	4	-1	15	4	-9	-9
O=C(Nc1ccc(OCc2ccccc2)cc1)c1cccs1	5	0.1	18	4	2	5	-2	-1	-7
COc1ccccc1-c1ccc(SCc2ccccc2F)nn1	-3	0.0	24	-1	2	-2	-12	3	-2
CC(=O)NCCNC(=O)C1CCC(CNc2nc(=S)[nH]c3ccccc23)CC1 (configuration not stated)	1	-0.6	-5	10	1	1	5	-3	0
O=C(N/C(=C\c1cccc([N+](=O)[O-])c1)C(=O)N1CCOCC1)c1ccc([N+](=O)[O-])cc1	-2	-0.8	-10	5	3	1	-6	-1	5
CCOc1ccc(C(C)NC(=O)c2cccnc2OCC)cc1OCC (configuration not stated)	-1	-0.8	10	-4	6	2	1	-2	-2
COc1ccc2ccc(OCC(=O)N3c4ccccc4NC(=O)CC3C)cc2c1 (configuration not stated)	-1	-2.4	6	5	3	3	-16	-7	4
O=C(NN1C(=O)C2C3C=CC(C3)C2C1=O)c1ccco1 (configuration not stated)	1	-2.1	-11	-5	2	0	0	0	-6
C=CC[C@H]1C=C[C@@H](C(C(=O)OC)C(=O)OC)CN1C(C)=O	2	-1.1	11	-6	x	0	-9	1	9
Cc1ccc(C)c(S(=O)(=O)N2CCCOC2CNC(=O)C(=O)NCc2cccnc2)c1 (configuration not stated)	-3	0.2	2	-4	9	2	-14	1	5
CCCS(=O)(=O)n1nc(-c2ccc(OC)cc2OC)cc1N	2	-0.3	0	-4	8	2	-1	2	3
CC(=O)Nc1ccc(Nc2cc(N3CCOCC3)c3nonc3c2[N+](=O)[O-])cc1	-3	-5.5	-37	-3	6	0	-5	-3	4
CN(C)c1ccc(CNCC2CCCO2)cc1 (configuration not stated)	-3	-1.2	11	13	-3	1	12	-1	7
O=C(CNc1ccccc1)N/N=C/c1cn(-c2ccccc2)nc1-c1ccccc1	-1	-1.4	1	-2	0	0	10	4	1
O=C(Nc1ccccc1C(=O)N1CCCC1)C1COc2ccccc2O1 (configuration not stated)	2	-0.9	1	5	-4	3	-3	1	0
CN(CCC#N)C(=O)CC(Cc1ccccc1)C1CCOC(C)(C)C1 (configuration not stated)	1	1.3	-15	3	0	1	2	4	-4
CC1(C)C(=O)OC(c2cccs2)C2(CCCCC2)C1=O (configuration not stated)	-13	0.6	14	-2	6	-2	-6	3	3

Full records as entered above:
CCc1sc(C(=O)N(CCCOC)c2c(N)n(CC(C)C)c(=O)[nH]c2=O)cc1C is listed with CHRM5 agonist = -1; CRFBP-R2 agonist = -0.4; CRFBP-R2 block = -3; M5 antag = 2; IDE cell inh = x; M4 ag = -1; CHRM4 antagonist = -7; M5 PAM = 6; CHRM4 PAM = 4
Cc1ccc(C(=O)N(Cc2ccccc2)C(C)(C)C)cc1C is listed with CHRM5 agonist = -9; CRFBP-R2 agonist = -0.8; CRFBP-R2 block = 15; M5 antag = 20; IDE cell inh = 0; M4 ag = -2; CHRM4 antagonist = 37*; M5 PAM = -20; CHRM4 PAM = -15
COc1cccc(C(=O)CSc2nnc(CNc3nc(-c4ccccc4)cs3)n2C)c1 is listed with CHRM5 agonist = -1; CRFBP-R2 agonist = -0.1; CRFBP-R2 block = -12; M5 antag = 6; IDE cell inh = 10; M4 ag = 3; CHRM4 antagonist = -9; M5 PAM = -1; CHRM4 PAM = -7

(list continues)
SMILES	CHRM5 agonist	CRFBP-R2 agonist	CRFBP-R2 block	M5 antag	IDE cell inh	M4 ag	CHRM4 antagonist	M5 PAM	CHRM4 PAM
COCc1cc(C)nc(SCC(=O)Nc2ccccc2N2CCOCC2)c1C#N	-2	-0.6	8	-4	5	2	-7	1	3
CCCCCCCCCC[n+]1cccc2c3ccccc3ccc21	-9	-2.8	-19	46*	x	5	58*	-30	-23
CC(C)C[C@@H](CN1CCC[C@H]1CN1C(=O)C(=O)NC[C@@H]1Cc1ccc(O)cc1)N1C[C@H](Cc2ccc(O)cc2)N(CC2CCCCCC2)C(=O)C1=O	-1	x	x	-4	x	0	-9	4	12
CCOC(=O)CSc1nc2c(cnn2-c2ccc(C)cc2)c(=O)[nH]1	-7	-0.5	7	-6	0	1	-22	1	19*
Cn1cc(CCC(=O)N2CCCC(N3CCN(c4ccccc4F)CC3)C2)cn1 (configuration not stated)	-5	-0.5	-5	6	2	2	7	1	7
COc1cc(/C=C/c2cc[n+](C)cc2)ccc1OCC(=O)Nc1ccccc1	-1	5.5	14	10	-1	1	8	-2	-9
CCOc1cc(NC(=O)C2CC2)c(OCC)cc1NC(=O)c1ccccc1OCC	-1	-1.4	6	3	-4	5	-16	-3	1
O=C(NC1CCS(=O)(=O)C1)c1ccc(Br)o1 (configuration not stated)	1	-1.2	3	-3	3	1	7	3	0
CCOC(=O)C1CCN(C(=O)CC(NS(=O)(=O)c2ccc(OC)cc2)C(C)C)CC1 (configuration not stated)	-3	-0.2	5	-6	0	0	-11	0	3
CCc1ccc(OCC(O)CN2CCN(c3ccccn3)CC2)cc1 (configuration not stated)	-7	-1.2	-2	-1	3	1	3	9	5
COC(=O)c1cn(-c2nc3ccccc3s2)nn1	5	x	x	11	x	12	11	-12	-8
O=C(COC(=O)c1cccc(Br)c1)NC1CCCCCCC1	-1	-0.5	-26	-2	x	0	8	-1	-6
